PABP1 MLLE inh – inhibitors of microRNA-mediated deadenylation, human PABP1 MLLE binding; P11940; GST-MLLE / FITC-PAM2 fluorescence polarization; inhibition, % at 20 µM; hit rate 0.36% among 360,000; in the data active means inhibition above about 35%, passing the limit was not always enough;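 further: plate controls were DMSO wells with GST-MLLE for no effect and wells lacking GST-MLLE protein for full effect; some results filed as inactive read as strong as hits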
Target sequence (P11940 whole entry, looked up): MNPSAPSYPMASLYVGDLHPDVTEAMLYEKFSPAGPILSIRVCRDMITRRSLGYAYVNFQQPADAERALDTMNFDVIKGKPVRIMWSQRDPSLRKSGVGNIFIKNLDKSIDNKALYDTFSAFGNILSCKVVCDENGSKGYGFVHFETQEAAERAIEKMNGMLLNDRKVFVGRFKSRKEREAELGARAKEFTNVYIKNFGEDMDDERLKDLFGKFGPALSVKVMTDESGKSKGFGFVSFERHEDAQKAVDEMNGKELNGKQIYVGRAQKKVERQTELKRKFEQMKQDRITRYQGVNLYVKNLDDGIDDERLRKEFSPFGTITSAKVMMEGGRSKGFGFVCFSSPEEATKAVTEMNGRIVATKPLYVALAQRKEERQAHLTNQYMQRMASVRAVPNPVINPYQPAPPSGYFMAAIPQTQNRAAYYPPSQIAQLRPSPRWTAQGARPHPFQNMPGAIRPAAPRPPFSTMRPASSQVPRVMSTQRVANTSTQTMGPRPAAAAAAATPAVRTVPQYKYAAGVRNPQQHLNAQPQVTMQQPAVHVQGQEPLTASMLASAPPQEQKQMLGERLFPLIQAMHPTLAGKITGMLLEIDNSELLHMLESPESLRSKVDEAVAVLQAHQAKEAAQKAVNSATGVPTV
CendR NRP1 mod – NRP-1/CendR interaction modulation; FAM-RPARPAR peptide binding to NRP-1, fluorescence polarization; inhibition, % at 25 µM; hit rate 0.85% among 360,000;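 active means inhibition or corrected inhibition above about 18%, plus a signal ratio from 0.5 to 1.5, limit read from the data, passing the limit was not always enough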; further: strong numbers were not always called active
FAS TE block – inhibitors of human fatty acid synthase thioesterase domain; P49327; recombinant FAS-TE, OMFH fluorogenic substrate, fluorescence endpoint; inhibition, % at 15 µM; hit rate 0.67% among 360,000; AID 602261;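 active means compounds whose normalised, plate-corrected inhibition of enzyme fluorescence in the single-dose primary screen is 50% or more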;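 further: 0% = DMSO with enzyme and 100% = substrate without enzyme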
MsrA inhibitor – inhibits bovine methionine sulfoxide reductase A; purified bovine MsrA, absorbance read-out; inhibition, % at 15.5 µM; hit rate 0.75% among 360,000; in the data active means inhibition above about 4.5%;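 further: 0% = vehicle wells with enzyme and 100% = reference inhibitor wells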
SKN-1 inh – inhibitors of C. elegans SKN-1; C. elegans VP596 Pgst-4::GFP/RFP ratio, acrylamide-induced, 24 h; inhibition, % at 21.8 µM; hit rate 0.49% among 360,000; AID 624304;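 active means interference check ratio from 0.5 to 1.5 plus GFP to RFP signal ratio inhibition reaching or exceeding a fixed threshold, cut at about 30% in these data, passing the limit was not always enough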; further: some compounds called inactive have numbers as strong as hits
MsrA act – activators of bovine methionine sulfoxide reductase A; purified bovine MsrA, absorbance read-out; activation, % at 10.6 µM; hit rate 0.3% among 360,000; AID 602163; in the data active means activation above about 7.5%;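 further: 0% = vehicle and 100% = reference activator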
TbMetRS inhib – blocks T. brucei methionyl-tRNA synthetase activity | inhibition, % at 11.9 µM | purified T. brucei MetRS, ATP depletion, Kinase-Glo luminescence | hit rate 0.4% among 360,000;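 active means inhibition above a per-plate cutoff of the control wells' mean inhibition plus 3 SD, cut at about 5.5% in these data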;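 further: 0% = DMSO wells median and 100% = median of wells with control inhibitor compound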
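Material – parasite MetRS enzyme · Medium – HEPES-MgCl2-KCl buffer plus DTT, spermine, BSA, pyrophosphatase · Reagent – ATP, methionine and E. coli bulk tRNA substrates · Times – 15 min enzyme-compound preincubation, 2 h reaction, 10 min detection, 25 °C · Measured by – luminescence of leftover ATP · Evaluation – percent inhibition relative to median high and low control wells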
MT1-MMP act inh – MT1-MMP (human) activation inhibition; P50281; HT1080 RFP-PRO-GFP cells, GFP/RFP ratio fluorescence, overnight; percent of plate control window, DMSO zero; GFP/RFP ratio change, % at 20 µM; hit rate 0.061% among 360,000; AID 651647;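 active means GFP/RFP ratio change of at least 30% with cell ATP level not reduced by more than half and red fluorescence within 50% of control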; further: strong numbers were not always called active
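Material: RFP-PRO-GFP reporter HT1080 cells. Dosing: single-point 20 µM compound, 1% DMSO. Controls: DMSO and RFP-L50D-GFP cell wells. Timing: cells overnight before dosing, compound overnight, 37 °C, 5% CO2. Measure: GFP/RFP fluorescence ratio.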
eLon inh – inhibitors of E. coli Lon protease; hit rate 0.42% among 360,000; inhibition, % at 7.94 µM; AID 602123; purified E. coli Lon protease, fluorescence polarization; in the data active means inhibition above about 13%, passing the limit was not always enough;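 further: 0% = enzyme with probe and DMSO and 100% = no enzyme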
The depositor's hits bear a star; . = not tested or not shown.

SMILES	PABP1 MLLE inh	CendR NRP1 mod	FAS TE block	MsrA inhibitor	SKN-1 inh	MsrA act	TbMetRS inhib	MT1-MMP act inh	eLon inh
CC(=O)Oc1ccc(C(=O)[C@H]2[C@H]3C(=O)N(c4ccc(C)cc4)C(=O)[C@H]3[C@@H]3C=CC=NN32)cc1	-17	-51	-2	0.0	15	-2	-0.7	-14	-2
CCCCCCCNC(=O)CN1N=C(c2ccc(C)cc2)CCC1=O	6	8	14	-0.4	0	4	-0.9	1	-8
COc1ccc(/C=N/NC(=O)c2cc(C)n(-c3ccccc3)c2C)cc1OC	-6	0	5	3.0	15	-3	0.6	4	-2
C[C@@H]1CN([C@@H](C)CO)C(=O)CCCn2nncc2CO[C@H]1CN(C)S(C)(=O)=O	4	-1	-8	-0.6	-6	0	0.8	4	-5
CCOC(=O)C1(CC2CCCCO2)CCN(C(=O)NCc2ccccc2)CC1 (centres undefined)	2	-2	-1	-0.6	0	-4	0.1	2	-10
CCOC(=O)c1ccc(S(=O)(=O)N2CCN(c3ccccn3)CC2)cc1	-11	8	4	-0.2	6	0	-0.6	7	0
COc1ccc(C)cc1NC(=O)CCS(=O)(=O)c1cccc2nonc12	-10	2	0	-0.4	3	-3	-0.6	-2	0
COc1ccc(C(=O)/C=C/c2ccc(OCc3ccccc3)cc2)cc1CSCC(=O)O	-14	-75	-1	3.7	7	-8	0.0	0	10
Cc1ccc(C)c2[nH]c(=O)c(CN(Cc3cccnc3)C(=S)NCc3ccco3)cc12	-104	3	7	0.6	-5	-15	-1.6	-7	-2
O=C(/C=C/c1cccc(Cl)c1)NCc1ccncc1	1	-13	-7	0.7	-1	-6	-0.8	0	-2
Cc1cc(/C=N/NC(=O)c2ccccn2)c(C)n1-c1cccc([N+](=O)[O-])c1	-89	12	-4	3.5	-1	-2	0.4	0	2
COc1cccc(NC(=O)CN(C)C(=O)Cc2ccc3c(c2)OCCO3)c1	14	17	-4	0.1	-3	-2	-0.3	3	-12
NS(=O)(=O)c1ccc(CCn2c(=S)[nH]c3ccccc3c2=O)cc1	-53	-2	0	0.8	3	-1	0.5	-2	-11
CC(=O)c1ccc(NC(=O)COC(=O)CCC(=O)c2cccs2)cc1	-7	-4	-10	-0.4	1	-2	0.2	3	-2
CCCn1c(C)cc(/C=C(\C#N)C(=O)OCC(=O)NC(=O)NC(C)(C)C)c1C	-2	16	-74	2.2	21	-2	-0.7	1	5

Exported in CSV form: part of the list above
Structure,PABP1 MLLE inh,CendR NRP1 mod,FAS TE block,MsrA inhibitor,SKN-1 inh,MsrA act,TbMetRS inhib,MT1-MMP act inh,eLon inh
CCOC(=O)C1(CC2CCCCO2)CCN(C(=O)NCc2ccccc2)CC1 (centres undefined),2,-2,-1,-0.6,0,-4,0.1,2,-10
CCCCCCCNC(=O)CN1N=C(c2ccc(C)cc2)CCC1=O,6,8,14,-0.4,0,4,-0.9,1,-8
COc1cccc(NC(=O)CN(C)C(=O)Cc2ccc3c(c2)OCCO3)c1,14,17,-4,0.1,-3,-2,-0.3,3,-12

Continued:
SMILES	PABP1 MLLE inh	CendR NRP1 mod	FAS TE block	MsrA inhibitor	SKN-1 inh	MsrA act	TbMetRS inhib	MT1-MMP act inh	eLon inh
Clc1ccc(CNc2ccc3nnc(-c4ccccc4)n3n2)cc1	-51	-9	0	-0.3	25	-1	-0.5	3	-4
Cc1ccnc(NC(=O)CCC(=O)N(CC(=O)NCc2ccc(F)cc2)CC2CCCO2)c1 (centres undefined)	-2	6	-4	-0.3	-6	-8	-1.0	-2	6
CCCNC(=O)COC(=O)c1cccnc1Nc1ccccc1F	1	-6	-6	-0.1	-6	-14	-1.1	5	-13
O=c1cnn(Cc2c(Cl)cccc2Cl)c2ccccc12	12	14	-1	-0.6	13	0	0.0	0	-6
CCN(CC)C(=O)[C@H]1CC(CC(=O)NCc2cccc(C(F)(F)F)c2)C(=O)N2CCc3c([nH]c4ccccc34)[C@]12C (some centres undefined)	16	-1	10	-0.1	-12	3	-0.3	-14	4
O=C(/C=C/c1ccccc1)NCCc1ccccc1	-5	6	3	0.8	-1	-2	0.4	2	0
O=S(=O)(NCCC1=CCCCC1)c1cccc(S(=O)(=O)N2CCOCC2)c1	6	-5	0	0.2	-5	-11	-1.1	5	-4
Clc1ccc(C2=NCCN2)cc1	2	5	3	-1.4	0	-2	-0.3	0	-6
CC[C@H](CO)Oc1cc(NCc2ccc(Cl)c(Cl)c2)c2ncn(C(C)C)c2c1	7	-8	17	1.7	7	-1	0.6	1	-4
COc1ccc(NC(=O)C2c3ccccc3OCC(=O)N2C2CC2)cc1 (centres undefined)	.	-1	-11	0.1	-2	-2	-0.4	5	5
CC(C)(C)c1cc(NS(=O)(=O)c2ccc3c(c2)OCCO3)on1	6	-7	-12	0.8	0	-13	-1.0	7	0
Cc1cn(C2CC(O)C(CO)O2)c(=O)n(CCCc2ccccc2)c1=O (centres undefined)	8	11	-5	0.0	15	-2	-0.4	5	-2
Cc1c(C(=O)Oc2cccc3ccccc23)cnn1-c1ccccc1	-16	7	30	0.8	9	0	-0.4	-3	-4
CC(C(=O)NC(c1ccccc1)c1ccccc1)N1CCOCC1 (centres undefined)	2	2	-4	-0.9	-15	1	-0.5	-2	0
O=C(NCc1n[nH]c(=S)n1-c1cccc(C(F)(F)F)c1)c1ccc(S(=O)(=O)N2CCCCC2)cc1	-38	8	4	1.1	1	0	-0.5	2	1
COc1cc2c(cc1OC)CN(CC(=O)Nc1ccc3c(c1)OC(F)(F)O3)CC2	-5	-2	11	-0.7	18	0	0.0	-3	10
CC(C)Cn1c(=O)c(C(=O)NCc2ccc3c(c2)OCO3)c(O)c2ccccc21	11	1	16	0.9	24	-1	-0.5	-1	-9
C=CCNc1nc2c(c(=O)[nH]c(=O)n2C)n1CC(O)COc1ccc2ccccc2c1 (centres undefined)	-6	-17	-5	2.0	-17	-12	-1.7	0	4
Cc1cc(C(C)(C)C)c(OC(=O)[C@@H]2OC(c3ccccc3)=C[C@H]2c2ccccc2)c(C(C)(C)C)c1	-12	15	33	0.5	2	1	-0.4	-2	-3
COc1cc(/C=C/C(C)=O)cc(OC)c1OC	0	3	-8	2.6	-2	-5	0.0	-1	8
O=C(CCNS(=O)(=O)c1cccc2nonc12)N1CCN(c2cccc(Cl)c2)CC1	-3	-11	12	-0.2	4	-1	-0.1	-3	-2
O=Cc1cnc(N2CCN(Cc3ccccc3)CC2)s1	12	-6	1	4.4	-2	-3	-0.4	0	7
COCOCCn1cc(CN2CCS(=O)(=O)N(Cc3ccc(-c4cccc(N(C)C)c4)cc3)C(C(C)C)C2=O)nn1 (centres undefined)	-4	-6	42	-0.8	36*	-1	-0.8	3	3
COC(=O)C(CCC(=O)CN1C(=O)c2ccccc2C1=O)N1C(=O)c2ccccc2C1=O (centres undefined)	-5	-6	-2	0.0	8	-2	0.3	-1	-3
CCOC1(c2ccccc2)OC(=O)c2ccccc21 (centres undefined)	-6	-4	1	0.5	8	0	-0.6	-3	-8
CC(CO)N1CCS(=O)(=O)CC1 (centres undefined)	-15	13	-5	0.7	-1	0	-0.5	1	-1
CCOc1ccc(NC(=O)CN2CCN(CC(=O)Nc3ccc4c(c3)OCCO4)CC2)cc1	-3	2	-5	1.0	-23	-8	1.0	2	-7
Cc1ccc(C)c(Oc2cc(NN3CCCCC3)c([N+](=O)[O-])cc2[N+](=O)[O-])c1	6	15	30	0.2	5	1	-0.4	-3	-8
O=C(Nc1cccc(F)c1)N1CC=C(n2c(=O)[nH]c3ccccc32)CC1	7	15	-7	0.6	-2	3	-0.7	4	-5
CC(C)Cn1c(=S)[nH]c2ccccc2c1=O	-58	17	5	2.1	3	-2	-0.5	-7	-3
CCOC(=O)c1cc(-c2ccc(OC)cc2)n(CCC(=O)NCCN2CCC(C)CC2)c1C	1	-2	-9	-1.1	-6	-6	-1.1	0	-4
Cc1cc(Cl)c2oc(C(=O)N(C)CCCCN3CCOCC3)c(C)c2c1	6	-3	-8	-0.9	6	-3	-1.1	1	-4
CN(C)c1ccc(/C=C(\NC(=O)c2ccccc2)C(=O)NCCCN2CCOCC2)cc1	-39	-3	-6	3.6	-1	-4	-0.2	0	-49
O=C1CCN(Cc2ccccc2)C=C1C(=O)c1ccccc1	-1	-5	2	2.0	5	-3	-0.4	0	-8
CCOc1ccc(C(=O)/C=C/c2cn(CN3CCN(C)CC3)c3ccccc23)cc1	-13	-73	0	0.4	29	-5	-0.7	2	-7
COCCn1c(=O)[nH]c2cc(C(=O)Nc3nnc(C)s3)ccc21	-7	-7	-6	1.8	3	-6	-0.9	-3	-2
CCN(CC)C(=O)COc1ccc(C=O)cc1OC	-4	-6	-9	0.1	-3	-7	-0.7	1	1
CC(C)(C)OC(=O)NC1CNNC1=O (centres undefined)	26	5	-9	0.3	1	-5	0.4	0	-12
Cc1cc(NC(=O)COC(=O)CCS(=O)(=O)c2cc(Cl)ccc2Cl)no1	-4	2	-10	-0.3	-6	-4	-0.6	3	-7
O=C(Cc1ccc(F)cc1)NCCc1ccc(F)cc1	-1	8	-4	1.0	-5	-4	0.1	4	4
CC(C)(C)CN1CCN(Cc2nc(-c3ccc(F)cc3)cs2)CC1CCO (centres undefined)	-2	7	3	0.2	17	0	0.3	-3	-16
COc1ccc(C(=O)Nc2cccc(-c3cnc4ccccc4n3)c2)cc1	9	-10	-3	0.0	-16	-4	-0.4	4	-4
O=C(NCc1ccco1)c1cc(-c2ccc(Cl)cc2)on1	-18	-6	-4	-0.8	17	1	-1.5	2	-8
Cc1ccc(O)c(C2=Nc3ccccc3C2(C)C)c1	-1	1	22	0.3	8	-3	-0.5	1	-2
O=C1c2cc(S(=O)(=O)NCCO)ccc2-c2ccc(S(=O)(=O)NCCO)cc21	-1	4	-2	0.2	0	-3	-0.5	-1	-5
CCOC(=O)c1cc2cc(OC)ccc2n1C1CCN(CCc2ccccc2)CC1	.	-15	21	-0.3	19	-11	-1.3	3	4
C#CCSc1nnc(C)c(C)n1	11	12	-9	-0.4	28	-3	-0.1	2	6
CC(=O)Nc1ccc2nc(-c3ccco3)[nH]c2c1	8	-14	-6	0.7	-3	-1	-0.4	0	-7
COc1ccccc1C(=O)n1nc(C)cc1C	4	-1	-9	-1.0	-9	-5	0.1	0	0
CN(C)C1=NC(=O)/C(=C\c2ccccc2)S1	-13	-6	-4	6.5*	-3	-2	-0.5	5	4
COc1cccc(OC)c1OCCN(C)C	-3	14	-8	-1.4	-2	0	-0.4	-4	-4
COc1cccc(NC(=O)CCc2c(C)nc3nc(CNC(=O)c4cccc(F)c4)nn3c2C)c1	4	0	-1	-0.4	0	-6	-0.3	0	0
O=C(c1sc2ccccc2c1Cl)N(Cc1cccs1)C1CCS(=O)(=O)C1 (centres undefined)	6	-1	12	-0.2	1	-2	0.5	4	5
COCCNC(=O)c1ccc2c(c1)nc(C)n2-c1cccc(F)c1	11	-3	-2	-0.8	-16	-15	0.5	3	5
CN=c1scc(-c2ccc(Cl)cc2)n1C	0	23	-14	-0.9	3	0	1.3	2	-3
COc1ccc(C(NC(=O)CC(C)C)NC(=O)CC(C)C)cc1OC	3	2	-7	-0.3	-5	-4	-1.2	17	-14

Screening data deposited in PubChem BioAssay by several laboratories.
